Bioassay records as filed in PubChem.
M1 PAM parental: nonselective activator or artifact in parental CHO-K1 calcium assay. activation, % at 3 µM. AID 602247. ATP EC20, Fluo-8 calcium fluorescence; 0% at ATP EC20, 100% at ATP max. hit rate 0.02% among 360,000;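 active = activation above the run cutoff, the mean activation of all test compounds plus 3 SD, cut at about 40% in these data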;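 also: peak over basal fluorescence ratio in a 140 s read after ATP addition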
CHRM1 antagonist: antagonists of human M1 muscarinic receptor. P11229. CHO-K1 hM1, Fluo-8 calcium fluorescence, ACh EC80 antagonist. inhibition, % at 3 µM. hit rate 1.3% among 360,000;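 active = percent inhibition above its own plate's cutoff, namely the mean of that plate's compound wells plus 3 SD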;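 also: peak over basal fluorescence ratio during 140 s after agonist addition; 0% = ACh EC80 plus DMSO and 100% = DMSO alone without agonist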
Target sequence (P11229 whole entry, looked up): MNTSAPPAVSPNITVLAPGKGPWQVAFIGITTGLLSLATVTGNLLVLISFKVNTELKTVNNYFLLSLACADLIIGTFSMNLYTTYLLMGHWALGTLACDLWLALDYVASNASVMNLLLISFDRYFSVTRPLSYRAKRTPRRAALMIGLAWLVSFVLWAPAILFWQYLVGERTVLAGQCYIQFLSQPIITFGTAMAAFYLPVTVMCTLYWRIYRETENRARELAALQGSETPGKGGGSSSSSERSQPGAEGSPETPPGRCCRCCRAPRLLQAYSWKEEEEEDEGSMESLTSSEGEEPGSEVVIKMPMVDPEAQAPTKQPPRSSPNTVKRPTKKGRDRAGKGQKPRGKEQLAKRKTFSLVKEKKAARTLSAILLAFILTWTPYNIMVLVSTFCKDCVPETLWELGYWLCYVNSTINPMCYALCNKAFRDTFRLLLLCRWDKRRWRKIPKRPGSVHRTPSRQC
CHRM1 PAM: potentiates human M1 receptor response to acetylcholine | P11229 | CHO-K1 hM1, Fluo-8 calcium fluorescence, ACh EC20; 0% = ACh EC20, 100% = maximal ACh | activation, % at 3 µM | hit rate 0.088% among 360,000 | AID 588819; in the data active = activation above about 19%, passing the limit was not always enough
CHO-K1 Ca ag: nonselective activator or artifact in parental CHO-K1 cells; Fluo-8 calcium fluorescence; scaled to maximal ATP response, vehicle zero; activation, % at 3 µM; hit rate 0.48% among 360,000; AID 602248; in the data active = activation above about 15%;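 also: untransfected CHO-K1 host cells lacking M1 receptor as counterscreen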
CHO-K1 Ca antag: nonselective inhibitor or artifact in parental CHO-K1 cells; ATP-induced calcium, Fluo-8 fluorescence; inhibition, % at 3 µM; hit rate 0.6% among 360,000; AID 602250;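 active = inhibition above a per-plate cutoff, the plate's mean sample inhibition plus 3 SD, cut at about 24% in these data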;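 also: 0% = DMSO plus EC80 ATP and 100% = DMSO alone without ATP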
TAAR1 ag: agonists of human TAAR1; Q96RJ0; CHO RD-HGA16 TAAR1, Fluo-8 calcium fluorescence; vehicle wells 0%, saturating PEA agonist 100%; activation, % at 3 µM; hit rate 0.99% among 360,000; AID 624467;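 active = activation above the mean activation of all test compounds in the run plus 3 SD, cut at about 38% in these data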
Target sequence (Q96RJ0 whole entry, looked up): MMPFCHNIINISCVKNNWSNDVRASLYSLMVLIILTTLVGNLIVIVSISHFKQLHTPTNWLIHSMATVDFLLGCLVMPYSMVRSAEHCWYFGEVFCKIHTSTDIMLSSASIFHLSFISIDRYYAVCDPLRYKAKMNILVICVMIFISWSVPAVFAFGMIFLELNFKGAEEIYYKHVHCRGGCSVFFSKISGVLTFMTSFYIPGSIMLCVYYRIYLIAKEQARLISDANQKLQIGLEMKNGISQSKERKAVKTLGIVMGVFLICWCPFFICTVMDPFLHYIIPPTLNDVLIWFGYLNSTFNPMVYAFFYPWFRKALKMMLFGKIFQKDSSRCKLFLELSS
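System: CHO-derived RD-HGA16 cells with stable Gα16 and human TAAR1 / Times: 17-24 h plating, Fluo-8 75 min 37 °C, 30 min RT / Technique: calcium-sensitive Fluo-8 signal, excitation 470-495, emission 515-575 nm / Measure: % activation relative to PEA EC100 response / Benchmarks: DMSO and PEA EC100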
CHO parental Ca: counter-screen for OX1R antagonists: effect in parental CHO cells; parental CHO-K1, ATP-induced calcium, Fluo-8 fluorescence; inhibition, % at 5.6 µM; hit rate 0.63% among 330,000;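 active = inhibition above that plate's mean sample inhibition plus 3 SD, cut at about 26% in these data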;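 also: 0% = ATP-challenged DMSO wells and 100% = DMSO wells without ATP; some compounds past the cut are filed as inactive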
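Assay system: untransfected parental CHO cell line. Also added: ATP agonist challenge. Dosing: one dose, 5.6 µM nominal. Measured by: Fluo-8 fluorescence. Read-out: % inhibition. Benchmarks: ATP wells versus no-ATP DMSO wells. Repeats: no replicates.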
CHRM1 agonist: activates human CHRM1 receptor. P11229. CHO-K1 hM1, Fluo-8 calcium fluorescence, agonist mode; 0% DMSO, 100% acetylcholine EC100. activation, % at 3 µM. hit rate 0.33% among 360,000;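 active = activation above the run's mean compound activation plus 3 SD, cut at about 16% in these data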;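 also: peak over basal fluorescence ratio within a 140 s kinetic read after compound addition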
TAAR1 antagonist: human TAAR1 antagonism | hit rate 1.5% among 360,000 | inhibition, % at 3 µM | CHO RD-HGA16 TAAR1, Fluo-8 calcium fluorescence, antagonist | AID 624466;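 active = inhibition above a per-plate cutoff, the mean inhibition of test compounds on that plate plus 3 SD, cut at about 49% in these data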;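 also: 0% = DMSO plus EC80 beta-PEA response and 100% = DMSO alone without agonist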
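Test system – hTAAR1-expressing CHO RD-HGA16 cells, Gα16-coupled · Reagent – β-PEA at EC80 concentration, post-compound challenge · Compound dosing – 3 µM, single point · Timing – 140 s kinetic read after compound, 140 s after agonist · Detection – Fluo-8 intracellular calcium dye fluorescence, real-time kinetic reads · Control set – DMSO and EC80 PEA controls · Repeats – n of 1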
* marks the source's active call; other numbers are inactive results; · = not tested or not shown.

Start of the listing, in advance (2 entries):
Structure	M1 PAM parental	CHRM1 antagonist	CHRM1 PAM	CHO-K1 Ca ag	CHO-K1 Ca antag	TAAR1 ag	CHO parental Ca	CHRM1 agonist	TAAR1 antagonist
Cc1nnc(NC(=O)c2ccc(-c3cccc(C(F)(F)F)c3)o2)s1	24	-22	5	0.1	-18	12	-6	-3	0
CC1(C)Cc2cccc(OCC(=O)N3CCN(S(=O)(=O)c4ccccc4)CC3)c2O1	12	-7	6	1.4	-3	1	-6	-2	-4

Results, from the first entry:
Structure	M1 PAM parental	CHRM1 antagonist	CHRM1 PAM	CHO-K1 Ca ag	CHO-K1 Ca antag	TAAR1 ag	CHO parental Ca	CHRM1 agonist	TAAR1 antagonist
Cc1nnc(NC(=O)c2ccc(-c3cccc(C(F)(F)F)c3)o2)s1	24	-22	5	0.1	-18	12	-6	-3	0
CC1(C)Cc2cccc(OCC(=O)N3CCN(S(=O)(=O)c4ccccc4)CC3)c2O1	12	-7	6	1.4	-3	1	-6	-2	-4
Cc1cc(Br)cc(Cl)c1OCC(=O)N1CCN(C(=O)c2ccco2)CC1	9	1	1	0.8	-11	5	-24	-7	-4
COc1ccc(NC(=O)CSc2nnc(Cc3cccn3C)n2-c2ccc(C)cc2)cc1OC	10	-6	7	-0.3	-9	7	-33	-1	-39
O=C(CSc1ccc2ccccc2n1)c1ccccc1	-12	-2	13	0.1	11	-1	-15	0	-22
CC(=O)Nc1ccc(S(=O)(=O)N2CCN3CCCC3C2)cc1 (stereo not given)	17	-18	7	0.7	-12	2	1	-8	-10
CCOc1ccc(NC(=O)CN(C)C(=O)c2cn(-c3ccc(F)cc3)nc2-c2cccc(OC)c2)cc1OCC	-22	18	-9	4.2	-9	8	-9	-5	70*
CCN(CC)CCCNC(=O)C1c2ccccc2C(=O)N1Cc1ccc(C)cc1 (stereo not given)	14	-7	3	0.9	-18	14	0	-13	8
Cc1ccc(S(=O)(=O)N2CCOCC2)cc1NC(=O)CNCC1CCCCC1	12	1	9	0.6	1	5	-7	-7	-29
C=CCNC(=O)/C(C#N)=C/c1cn(-c2ccccc2)nc1-c1cccs1	17	3	6	1.8	-7	6	-29	-6	36
COc1ccc(NC(=O)CN2CCN(S(=O)(=O)c3ccc(Cl)cc3)CC2)cc1Cl	2	-6	-7	0.2	-1	7	-6	-2	-10
CCOc1ccc(C(=S)NC2CCCCC2)cc1OCC	-1	-24	15	0.1	-6	3	-8	-7	10
COc1ccc(NC(=O)Cn2nnc(C(=O)Nc3ccc(F)c(Cl)c3)c2N)cc1	9	-4	3	0.4	-6	1	5	-1	-14
COc1ccc(/C=C(/NC(=O)c2cccc([N+](=O)[O-])c2)C(=O)O)cc1OC	-7	12	2	-0.4	15	0	-6	-4	8
CC(CNC(=O)COc1ccccc1)OC(=O)Nc1cccc(Cl)c1 (stereo not given)	-5	-4	0	1.5	4	7	-10	-7	-5
O=C(NCc1cccnc1)c1ccc(-c2ccc(F)c(F)c2)c2ccoc12	2	20	-13	10	-8	4	·	1	6
CCN1c2ccccc2-c2nc3ccccc3n2C1c1ccco1 (stereo not given)	10	-5	4	-0.8	-1	4	-26	-7	-11
O=C(O)CCC(=O)NCC1OCCc2ccccc21 (stereo not given)	-15	-11	1	0.2	2	54*	-3	-3	7
COc1ccc(CCNC(=O)[C@@H](NC(=O)N2CCn3c2nc2ccccc23)C(C)C)cc1OC	15	-15	18	-0.4	3	0	-6	0	-12
COc1ccc(-c2cc(-c3n[nH]c(=S)n3-c3ccccc3Cl)[nH]n2)cc1	-6	-5	9	1.6	5	4	-10	0	3
CC(=O)C1=C(O)C(=O)N(c2ccc(O)cc2)C1c1ccc([N+](=O)[O-])cc1 (stereo not given)	0	0	5	-0.3	-1	-1	5	-4	14
COc1ccc2[nH]c(=O)c(CN(Cc3cccs3)S(=O)(=O)c3cccc4nsnc34)cc2c1	4	32*	-13	8.7	-13	21	-14	-3	53*
CCCCc1cc(=O)oc2cc(C)cc(OCC(=O)NCc3ccncc3)c12	9	-1	0	3.1	-14	4	-30	-2	13
CC1CC(=O)N(c2ccc(N(C)Cc3ccccc3)c([N+](=O)[O-])c2)C1=O (stereo not given)	-20	-2	1	2.6	-4	1	17	1	8
CC1(C)Cc2c(sc(/N=C/N3CCCC3)c2C#N)C(C)(C)N1	13	0	6	0.3	-19	1	-2	-4	-13
C/C(N)=C(/C#N)C(=O)COC(=O)C1=NN(c2ccccc2)C(=O)CC1	15	-8	4	6.6	-3	3	-7	-4	1
O=C(NCCCn1ccnc1)c1ccc(Br)cc1	9	-14	10	0.3	-9	3	0	-8	15
CCCOc1ccc(F)cc1-c1cc(C(=O)NCc2cccc(C(F)(F)F)c2)[nH]n1	14	16	-17	1.5	1	-1	·	-6	23
COc1cc(C)nc(NS(=O)(=O)c2ccccc2)n1	-2	-34	14	0.1	-3	12	3	-1	7
CC(=O)Nc1cccc(C(=O)NCCc2ccco2)c1	1	-2	4	0.8	-7	4	-1	-2	-9
C[C@H]1CN[C@H](CCO)/C1=C\c1ccccc1	-5	6	-7	0.3	1	47*	·	-6	7
CCOC(=O)C1=C(C(F)(F)F)Nc2ncnn2C1c1ccc(OC)cc1OC (stereo not given)	19	-9	10	0.9	0	0	-7	-7	-2
Cc1nc(NC(=O)c2ccccc2)sc1-c1csc(NCCc2ccccc2)n1	1	6	-3	1.0	0	64*	-7	-1	48
COc1cc(/C=C2/C(=O)N=C(N)N2C)cc(OC)c1OC	-1	-15	13	-0.1	1	·	3	-3	·
C=CCn1c(/N=C/c2ccc(N(C)C)cc2)nc2ccccc21	16	-3	5	0.0	-2	10	-14	-6	-3
CCOc1ccccc1N(C)C(=O)CCS(=O)(=O)c1ccc2c(c1)NC(=O)CO2	2	1	3	0.2	-2	1	-6	-2	-4
O=C(CN1CCCC1)NCc1ccccc1	29	-7	6	1.0	-15	1	-15	-3	10
COc1ccc(/C=C/C(=O)NNC(=O)c2cc(C)oc2C)cc1	-2	-5	6	0.5	12	0	2	-2	-7
CC1=C[C@H]2Cc3cc(C)cc(C)c3S(=O)(=O)[C@@H]2C=C1	17	-5	6	-0.7	-11	8	-22	-7	3
O=C(NNC1=NCCC1)c1ccc(Br)cc1	4	-5	6	0.0	-8	9	3	-3	1
COc1ccc(NC(=O)CCNS(=O)(=O)c2ccc3c(c2)CC(C)N3C(C)=O)cc1 (stereo not given)	1	-4	5	0.2	-14	2	-8	-3	-34
CCCC1(CCC)NC(=O)NC1=O	16	-8	9	0.2	-13	7	11	-4	7
Cn1c(N2C(=O)CC(Cc3ccccc3)C2=O)nc2ccccc21 (stereo not given)	10	-2	3	-0.1	-2	6	-12	-4	-3
O=C(NCCCN1CCOCC1)c1cn(-c2ccccc2)nc1-c1ccc(F)cc1	-15	-5	2	0.0	-4	4	-10	-4	3
CC1CN(S(=O)(=O)Cc2ccccc2)CC(C)O1 (stereo not given)	7	-14	7	0.1	-7	4	-11	-4	-5
CCOC(=O)c1sc2nc(N3CCOCC3)c3c(c2c1N)CC(C)(C)N(C)C3	7	-24	0	-0.2	-10	1	-14	-6	6
Cc1ccc(-n2cccn2)cc1	-9	-2	4	0.2	-8	0	0	-8	-3
Cc1c(NC(=O)C(C)Sc2ncnc3ccccc23)c(=O)n(-c2ccccc2)n1C (stereo not given)	-1	-11	6	0.2	-11	7	-6	-3	12
O=C(CNC(=O)c1ccc2c(c1)OCO2)NCCOc1ccc(Cl)cc1	16	1	1	0.1	-14	4	-9	-3	-4
O=C1CCCC(O)=C1N=Nc1cccc(C(=O)O)c1	-3	-2	9	-0.6	6	1	8	3	0
Cc1cn(Cc2ccccc2)c(=O)[nH]c1=O	12	-18	10	0.5	-22	4	-2	-1	13
c1cnc(N2CCN(Cc3c[nH]c4ccccc34)CC2)nc1	17	2	0	0.7	-14	1	6	-5	-25
COc1ccc2c(c1OC)C(=O)N1C2SC(C)(C)[C@H]1C(=O)NC1CC1 (stereo not given in full)	11	-11	6	-0.1	0	0	-7	-2	-31
Cc1cc(C)c(OCC(=O)Nc2ccc(S(=O)(=O)N3CCOCC3)cc2)c(C)c1	25	-8	4	-0.1	-14	-2	-5	-5	-22
O=C(CNC(=O)c1ccccc1)N/N=C/c1cccs1	9	-2	5	0.6	-4	3	-1	-6	-6
CC(C)Cn1c(O)c2ccc(C(=O)N=NC(=O)c3cccnc3)cc2c1O	21	-7	9	2.3	-5	11	0	0	-5
Nc1ncnc2c1ncn2[C@@H]1O[C@H](CNCc2ccc(OCc3ccccc3)cc2)[C@@H](O)[C@H]1O	2	-2	2	8.2	10	0	-3	-9	3
O=S(=O)(c1ccc(F)cc1)N1CCN(C(=S)NC2CC2)CC1	-10	1	4	0.2	-6	0	13	-3	14
CCC(CC)C(=O)c1c[nH]c(C(=O)NCc2ccco2)c1	15	-5	11	0.8	-11	6	3	-4	3
CN(CC(=O)NCc1cccs1)S(=O)(=O)c1cccc2cccnc12	2	-15	7	0.7	2	2	0	-2	-2

Going on with the list:
Structure	M1 PAM parental	CHRM1 antagonist	CHRM1 PAM	CHO-K1 Ca ag	CHO-K1 Ca antag	TAAR1 ag	CHO parental Ca	CHRM1 agonist	TAAR1 antagonist
CCn1nc(C(=O)OCc2cccc(S(=O)(=O)N(C)C)c2)c2ccccc2c1=O	5	9	-10	11	-5	7	-11	2	20
CCCCC(=O)Nc1nc2c(OC)cc([N+](=O)[O-])cc2s1	0	4	-2	-0.6	-1	-2	-20	-3	4
CCOc1ccc(NC(=O)CN(C)C(=O)CCCNC(=O)c2ccc(Cl)cc2)cc1OCC	10	-8	5	0.5	-9	0	·	-5	-26
C[C@@H]1[C@H]2[C@@H](O[C@@H]3O[C@H](CO)[C@@H](O)[C@H](O)[C@H]3O)OC=C(C(=O)O)[C@H]2C[C@@H]1O	0	-2	-1	0.0	-1	0	-10	-2	7
C[C@@H]1CN([C@H](C)CO)S(=O)(=O)c2ccc(C#CCN(C)C)cc2O[C@@H]1CN(C)Cc1ccccc1F	7	-4	2	0.9	-16	5	·	-10	-18
CCOc1ccc(NC(=O)CN(C)C(=O)c2c(C)nn(-c3ccccc3)c2Cl)cc1OCC	-7	-6	5	0.0	-7	-1	-7	-7	-4
CC1(C)CC(CC(=O)NNc2nc(-c3ccccc3)cs2)C(=O)O1 (stereo not given)	-14	7	-5	0.1	12	12	-8	-3	-23
O=C(COC(=O)C12CC3CC(CC(Br)(C3)C1)C2)Nc1cccnc1Cl	9	-10	7	1.7	-7	6	-14	2	-6
O=C(CSc1nnc(CNC(=O)c2ccco2)o1)c1ccc(Cl)cc1	-5	-19	-1	0.8	8	3	-1	1	10
